Screening data deposited in PubChem BioAssay by several laboratories.
MEKK2 WT-MEK5 – raises or lowers MEK5 binding to wildtype human MEKK2 PB1 domain | bead flow cytometry, Alexa488-MEK5 binding to MEKK2 WT; actives lie on both sides | binding response (% of control), % at 10 µM | 1.1% of 290,000 active | AID 1531; in the data active = binding response below about 67% or above about 130%
NALP1 yeast inh – inhibitors of NALP1 inflammasome in yeast; 0.61% of 280,000 active; AID 2071; inhibition, % at 10 µM; S. cerevisiae NALP1/ASC/caspase-1 growth, X-gal OD620, 72 h; in the data active = inhibition mostly above about 24%, no sharp cut-off; inactive = mostly below about 32%; also: some compounds called inactive have numbers as strong as hits
pCIP destab – lowers stability of the mouse p/CIP coactivator protein; Q05BA5; AID 1984; 0.01% of 290,000 active; F442A p/CIP-EGFP cells, EGFP fluorescence, 16 h; decrease of EGFP signal, % at 10 µM;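 active = EGFP signal decrease of at least 30% at 10 µM or well 3 SD below plate mean, unless failing retest; inactive = the rest, including hits failing retest or dose response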; also: some compounds called inactive have numbers as strong as hits; many of its hits are not listed in these tables
IDE act – IDE (human) activation, cell-based. HEK cells, FAbeta-B cleavage, fluorescence polarization; 0% vehicle, 100% cell-free pure enzyme wells. activation, % at 5.96 µM. 0.073% of 340,000 active;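 active = activation above the mean of all tested compounds plus 3 SD, set per screening campaign, cut at about 17% in these data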
MEKK2 mut-MEK5 – signal of MEK5 binding to mutant human MEKK2 PB1 domain. percent response, % at 10 µM. 0.35% of 290,000 active. bead flow cytometry, Alexa488-MEK5 binding to MEKK2 mutant; in the data active = percent response above about 24%, passing the limit was not always enough; also: inactives centre near 1; some results filed as inactive read as strong as hits; reference of the scale not given here
MEKK3 PB1 HTS – MEKK3-MEK5 PB1 interaction, increase or decrease; bead-based flow cytometry, Alexa488-MEK5 binding to MEKK3; actives lie on both sides; 0 = blocked by unlabeled MEK5, 100 = vehicle; binding response (% of control), % at 10 µM; 1.4% of 290,000 active;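 active = binding response more than 3 SD above or below the average of its plate-row segment, actives on both sides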;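 also: Alexa488 bead fluorescence after subtracting the streptavidin-only scavenger bead signal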
Target sequence (Q99759 whole entry, looked up): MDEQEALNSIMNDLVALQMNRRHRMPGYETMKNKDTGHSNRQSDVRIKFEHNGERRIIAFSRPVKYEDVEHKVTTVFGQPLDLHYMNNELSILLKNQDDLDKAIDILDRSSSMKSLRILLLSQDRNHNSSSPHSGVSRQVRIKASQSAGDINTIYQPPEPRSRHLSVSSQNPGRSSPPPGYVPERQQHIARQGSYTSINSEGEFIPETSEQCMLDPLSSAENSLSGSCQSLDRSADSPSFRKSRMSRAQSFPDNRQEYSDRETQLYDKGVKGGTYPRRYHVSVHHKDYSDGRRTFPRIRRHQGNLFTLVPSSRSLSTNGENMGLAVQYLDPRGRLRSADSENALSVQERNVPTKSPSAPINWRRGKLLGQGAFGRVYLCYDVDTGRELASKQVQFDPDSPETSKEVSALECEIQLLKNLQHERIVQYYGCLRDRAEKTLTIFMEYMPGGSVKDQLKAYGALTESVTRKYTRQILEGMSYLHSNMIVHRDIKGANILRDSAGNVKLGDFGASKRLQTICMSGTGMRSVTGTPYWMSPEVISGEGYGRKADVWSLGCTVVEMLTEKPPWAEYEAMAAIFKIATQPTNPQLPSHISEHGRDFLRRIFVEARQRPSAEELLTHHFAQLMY
PfM18AAP inh – PfM18AAP enzyme inhibition | inhibition, % at 7.35 µM | AID 1822 | 1.2% of 290,000 active | recombinant PfM18AAP, H-Glu-NHMec fluorogenic cleavage;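 active = inhibition above the campaign mean inhibition over all tested compounds plus 3 SD, cut at about 28% in these data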;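 also: 0% = plate median of test compound wells and 100% = 2 mM ZnCl2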
IDE inh – inhibits human insulin-degrading enzyme in HEK cells; FAbetaB cleavage, fluorescence polarization; inhibition, % at 5.59 µM; 0.41% of 320,000 active; AID 434962;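 active = percent inhibition above the average of all tested compounds plus 3 SD, set per screening campaign, cut at about 16% in these data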;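 also: IDE supplied by intact live HEK cells; FP after avidin binding of uncleaved biotin substrate so inhibition keeps polarization high; 0% = DMSO wells and 100% = 60 µM reference IDE inhibitor Ii1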
UBC9 SUMO inh – blocks human SUMOylation mediated by UBC9. HTRF SUMOylation assay, SAE1/SAE2 + UBC9, in vitro. inhibition, % at 35 µM. 0.36% of 290,000 active; in the data active = inhibition above about 50%, passing the limit was not always enough; also: strong numbers were not always called active
Target sequence (P63279 whole entry, looked up): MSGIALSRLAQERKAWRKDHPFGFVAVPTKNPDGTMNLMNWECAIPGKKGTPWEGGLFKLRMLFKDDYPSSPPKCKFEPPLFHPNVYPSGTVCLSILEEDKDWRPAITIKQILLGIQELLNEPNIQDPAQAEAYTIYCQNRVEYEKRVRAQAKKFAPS
* marks the source's active call; other numbers are inactive results; . = not tested or not shown; & = joins results of further samples; [ ] = another dose, or the depositor's remark. Only part of the results is shown; count on the stated rates, not on these rows.

PfM18AAP inh	UBC9 SUMO inh	IDE act	MEKK2 mut-MEK5	IDE inh	NALP1 yeast inh	Molecule	pCIP destab	MEKK3 PB1 HTS	MEKK2 WT-MEK5
-3	-9	-2	2	2	11	CCN(CC)S(=O)(=O)c1ccc(NC(=O)CCNC(=O)c2ccco2)cc1	0	104	110
3	2	2	-4	0	-17	CCc1ccc(NC(=S)Nc2cc(C(=O)O)ccc2N2CC3CC(C2)c2cccc(=O)n2C3)cc1 (stereo not given)	-7	109	96
1	-16	1	-1	2	9	CN(C)N=C1c2cc(S(=O)(=O)N(C)C)ccc2-c2ccc(S(=O)(=O)N(C)C)cc21	31	103	99
0	19	2	9	5	26	O=C(NCCc1ccccn1)c1cc(-c2cccc3ccccc23)nc2ccccc12	-9	99	116
-13	25	0	2	-1	7	Cc1nc(NC(=O)C2CCCCC2C(=O)O)sc1C (stereo not given)	0	104	104
-3	-1	0	3	-1	14	COc1ccc(Cl)cc1NC(=O)c1cc(S(=O)(=O)N2CCCC2)cn1C	8	100	103
22	16	2	0	-3	5	O=C(NNc1nc2ccc(F)cc2s1)c1cccc(F)c1	-4	104	101
0	22	2	13	3	-65	Cc1ccc2nc(-c3cccc(N)c3)[nH]c2c1	-5	106	97
-2	2	5	-4	2	15	CCOC(=O)c1cnc(-n2nc(C)cc2C)nc1NCCc1ccccc1	-6	102	96
-6	2	-5	9	4	7	CCC(C)NC(=O)c1cn(CCOC)c(=O)c2c1c1ccccc1n2C (stereo not given)	1	110	108
1	0	-3	-3	2	43	CC(C)(C)C(=O)NCCN1C(=O)S/C(=C\c2ccc([N+](=O)[O-])cc2)C1=O	-14	83	88
8	9	-2	6	-5	-2	O=C(NCCCCNC(=O)C(F)(F)F)C(F)(F)F	-12	98	112
1	10	8	-6	1	-3	COc1ccc(NS(=O)(=O)c2ccc(O)c(NC(=O)c3ccc(S(=O)(=O)N4CCCC4)cc3)c2)cc1	-15	94	92
4	12	5	1	2	29	C/C(=N\NC(=O)CNC(=O)C(c1ccccc1)c1ccccc1)c1ccc(C(C)(C)C)cc1	1	162*	108
-1	-14	1	5	2	-15	COCCNS(=O)(=O)c1ccc(-c2ccc(C)cc2)cc1	-1	104	103
-2	15	7	-3	0	24	Cc1cc(C)c2c(=O)cc(C(=O)NCc3ccccc3)oc2c1	0	97	96
35*	9	.	-7	5	16	Cc1cc(NN)nc(NS(=O)(=O)c2ccccc2)n1	-14	109	95
5	5	7	-2	2	4	O=C(NNC(=O)c1ccncc1)Nc1ccc([N+](=O)[O-])cc1	-4	79	89
3	14	4	-2	2	6	CN(C)S(=O)(=O)c1ccc2c(c1)nc(CCC(=O)Nc1ccc3c(c1)OCO3)n2C	-2	92	92
7	14	5	5	-7	17	CC1(C)CC(=O)C(Sc2ccccc2C(=O)O)=C(O)C1	-15	110	110
1	17	-5	-2	6	2	Cc1ccc(-c2ccc(/C=C3\SC(N4CCOCC4)=NC3=O)o2)cc1	-19	103	88
-8	11	4	1	0	11	COc1ccc(N2CCN(S(=O)(=O)c3ccc4c(c3)NC(=O)CS4)CC2)cc1	4	101	100
9	6	0	-1	5	20	CCOC(=O)CSc1c(-c2cccs2)[nH]c2ccccc12	12	102	99
-1	9	-2	4	0	-15	Cn1nc(-c2ccc(Cl)cc2)c2cc(C(=O)N3CCCC3)sc21	-3	114	109
1&-6	11&-21	-4&6	-6&2	-5&6	16&19	CC(=O)/C=C(/C)NC(Cc1c[nH]c2ccccc12)C(=O)O (stereo not given)	1&-1	85&99	90&104
4	-3	.	-11	1	-7	CCOC(=O)/C(C#N)=N/Nc1c(C)n(C)n(-c2ccccc2)c1=O	-4	93	81
0	6	-5	-1	1	8	Cc1ccc(/C=C(\NC(=O)c2ccccc2)C(=O)NCCN2CCOCC2)o1	-14	97	99
-4	2	4	2	-3	.	Cc1ccc(S(=O)(=O)N2CCN(C)CC2)cc1C	-12	105	105
-7	-4	-4	.	6	35	Cc1ccc(S(=O)(=O)n2nc(-c3ccco3)nc2SCc2ccccc2)cc1	-21	.	.
-6	4	1	2	0	9	Cc1cc(C)cc(NC(=O)CS(=O)(=O)c2ccccc2)c1	0	106	105

Remaining list, next part.
PfM18AAP inh	UBC9 SUMO inh	IDE act	MEKK2 mut-MEK5	IDE inh	NALP1 yeast inh	Molecule	pCIP destab	MEKK3 PB1 HTS	MEKK2 WT-MEK5
6	-6	0	0	3	1	C(=N\Nc1ncnc2ccccc12)/c1ccccc1	3	127	108
-11	16	-4	-2	-1	0	Cc1cccc(N2C(=O)C(O)=C(C(=O)c3cccs3)C2c2cccc(Oc3ccccc3)c2)n1 (stereo not given)	-2	96	97
13	6	-4	3	-4	8	CCCCn1c(=O)c(-[n+]2ccccc2)c([O-])c2ccccc21	1	102	102
9	-2	0	0	-2	-5	NS(=O)(=O)OCCCc1ccccc1	-9	102	107
0	7	-3	4	-2	5	O=C(Nc1cccc2ncccc12)c1ccc([N+](=O)[O-])o1	-24	101	99
0	29	2	-3	-1	8	CCn1nnc(NC(=O)c2cc(Cl)c(OC)c(Cl)c2)n1	-5	100	98
16	12	-2	-28	-3	.	O=C(O)COc1ccccc1/C=N/NC(=O)CSc1nc2ccccc2n1Cc1ccc(Cl)cc1	-7	50*[inhibitor]	57
2	8	2	-1	-1	21	CCOC(=O)c1cc(CC)sc1NC(=O)CC1Sc2ccc(C(F)(F)F)cc2NC1=O (stereo not given)	-11	104	100
4	9	7	0	-2	2	CCOC(=O)N1CCN(C(=O)c2ccc3c(c2)N(C)C(=O)/C(=C\c2ccc(OCC)c(OC)c2)S3)CC1	-5	94	96
-1	5	6	3	0	28	CCOC(=O)C(c1ccccc1)C(Nc1ccccc1)c1ccccn1 (stereo not given)	-19	100	99
-7	24	0	0	-1	9	COc1ccc2c(c1)c1ncn(CCN3CCCC3)c(=O)c1n2C	-8	102	102
3	16	-3	2	-11	18	Cc1ccc(C(=O)NC2CCN(C(=O)Nc3ccc(F)cc3)CC2)cc1	-10	102	103
-3	-20	-3	9	2	29*	COc1ccc(NC(=S)NCCc2c[nH]c3ccc(OC)cc23)c(OC)c1	-7	114	112
0	10	-1	-8	2	11	CCOc1cc(/C=C2/C(=O)ON=C2C)ccc1OCc1ccccc1F	2	85	91
1	-5	1	-3	-1	4	O=C(CSc1nncn1-c1ccccc1)Nc1c(F)cccc1F	-3	101	99
5	8	0	3	2	-11	CCCCNC(=O)OCC(CC)NC(=O)OCC(C)C (stereo not given)	1	106	100
8	9	12	-2	0	-11	COc1cc(/C=C2\N=C(c3ccccc3)NNC2=O)cc(OC)c1OC	-13	100	98
0	-8	-4	7	1	3	Cc1c(Cl)ccc(S(=O)(=O)NCCCn2ccnc2)c1Cl	-10	106	112
-6	-4	2	2	-4	0	COC(=O)c1ccc(N=NN2CCCCC2)cc1	-2	95	91
3	14	5	0	-2	6	O=C(COC(=O)c1ccco1)NC1CCCCC1	0	100	102
-1	35	-6	-3	2	15	O=[N+]([O-])c1ccc2nc(NCCCO)nc(-c3ccccc3)c2c1	-11	87	90
1	21	7	3	.	2	COc1cccc(N2CC(O)Cn3c2nc2c3c(=O)[nH]c(=O)n2C)c1 (stereo not given)	0	95	95
-4	6	4	4	-6	4	CCc1cc2c(=O)c(-c3nc(C)cs3)c(CCCC(=O)O)oc2cc1O	2	86	100
11	7	1	-1	7	-6	O=C(CC1OCC2CCCN2C1=O)Nc1ccc([N+](=O)[O-])cc1 (stereo not given)	3	99	99
1	6	4	5	5	3	Cc1c(N2C(=O)c3cccc4cccc(c34)C2=O)cnn1C	3	108	106
2	-2	1	4	2	-1	COCCNC(=O)c1cccc(OC2CCN(Cc3ccccc3OCCO)CC2)c1	-9	102	102
2	-8	4	-2	1	28	CCC(=O)N1CCN(c2ccc(NC(=O)c3ccc4c(c3)OCO4)cc2)CC1	-6	101	95
-8	4	0	1	1	-2	COc1ccc(-c2nc(NC(=O)CSCCO)sc2C)cc1	-1	102	101
0	18	0	4	-2	31	COC(=O)C(C)NC(=O)c1ccc(C(C)(C)C)cc1 (stereo not given)	-11	101	119
9	-4	4	5	-3	-13	O=C(N/N=C1/CC2CCC1C2)c1cc2ccccc2cc1O (stereo not given)	-8	101	104

Next part
PfM18AAP inh	UBC9 SUMO inh	IDE act	MEKK2 mut-MEK5	IDE inh	NALP1 yeast inh	Molecule	pCIP destab	MEKK3 PB1 HTS	MEKK2 WT-MEK5
-1	-10	1	-7	-1	24	O=C(O)COc1ccccc1/C=N/NC(=O)Cc1ccccc1	4	96	-12*
0	-5	2	3	6	-41	CC(=O)Oc1ccc(Cn2cnc3cc4ccccc4cc32)cc1	-16	103	101
3	4	-4	-8	-6	7	CN1CCCN(c2ncnc3scc(-c4ccc(F)cc4)c23)CC1	3	98	91
-2	-2	1	-2	4	20	COc1ccc(/C=N\NC(=O)c2c(C)nc3ccc(Br)cn23)cc1	-1	94	99
-12	12	1	0	4	7	COCC1CCCN(Cc2cn[nH]c2-c2cc3ccccc3o2)C1 (stereo not given)	12	79	103
-6	6	-2	4	0	-1	Cc1ccc(-c2nc3ccc(Cl)cc3n2OC(C)C(=O)O)cc1 (stereo not given)	-15	101	107
29*	-17	1	1	-2	2	O=C(Nc1ccc(NC(=O)N2CCN(c3ccccc3O)CC2)cc1)N1CCN(c2ccccc2O)CC1	-6	100	100
-4	-11	-2	-1	0	7	CCC(Sc1nc2ccncc2[nH]1)C(=O)Nc1ccc(C)c(Cl)c1 (stereo not given)	-3	94	95
-6	-9	-1	-4	6	-8	CCc1ccc(CCC(=O)Nc2nccs2)o1	-3	94	93
-4	-7	5	-10	-7	12	COC(=O)Nc1ccc(SCC(=O)c2ccccc2)cc1	-10	94	87
0	-6	1	-4	-7	-8	CCOC(=O)c1c(C)[nH]c(C)c1S(=O)(=O)N(C)CC(=O)NCc1cccc(Br)c1	5	104	103
-14	16	3	-2	.	43	N#Cc1ccc(-c2csc(NC3=NCCCCC3)n2)cc1	-19	97	96
-6&-1	18&9	0	-1&-3	0	-12&12	Cc1ccnc2c1NC(=O)c1cccnc1N2C1CC1	2&5	106&97	107&98
1	16	0	-2	-5	12	CCOC(=O)c1sc(NC(=O)/C=C/c2ccc(F)cc2)nc1C	6	106	99
6	4	4	4	3	-34	CCS(=O)(=O)N1CCC(C(=O)Oc2ccc(C)c(C)c2)CC1	-4	104	110
-12	-18	-4	-2	-2	17	Cc1nc2cc(C(=O)OCC(=O)Nc3ccc(C#N)cc3)ccc2n1-c1ccccc1	-4	98	96
10	16	4	30	-1	22	CC(OC(=O)c1cccnc1)C(=O)NCc1ccc2c(c1)OCO2 (stereo not given)	-8	103	112
0	14	4	-10	-3	4	CCOC(=O)c1cnc2nc(N3CCOCC3)nn2c1N	0	98	88
0	6	-4	10	-1	-1	O=C(c1ccccc1)c1ccccn1	12	106	101
-2	-20	-2	6	7	7	CCCCC1CC(CSC(=N)N)OC1=O (stereo not given)	1	111	113
0	16	3	5	6	10	Cc1ccc(-c2cc(-c3ccc(C)o3)nc(N)c2C#N)cc1	-29	103	106
-4	-8	2	15	2	1	Cc1ccc(NC(=O)CCC(=O)NNS(=O)(=O)c2ccccc2)c(C)c1	2	106	104

Three compounds from above with just UBC9 SUMO inh and pCIP destab.
| structure | UBC9 SUMO inh | pCIP destab |
| --- | --- | --- |
| COC(=O)Nc1ccc(SCC(=O)c2ccccc2)cc1 | -7 | -10 |
| CCOC(=O)c1c(C)[nH]c(C)c1S(=O)(=O)N(C)CC(=O)NCc1cccc(Br)c1 | -6 | 5 |
| N#Cc1ccc(-c2csc(NC3=NCCCCC3)n2)cc1 | 16 | -19 |
